RNase H inhibition: RNase H inhibition, HIV 1 Gag Pol polyprotein, FRET biochemical assay, screening (AID 372) | inhibition, % at 10 µM, or IC50 in µM where a hit was titrated | 100,000 compounds, 0.77% hits | HIV-1 RT RNase H, FRET RNA/DNA substrate fluorescence; higher % means a stronger effect; in the data active = inhibition above about 50%
An asterisk follows results filed as active. The list is partial (hit frequency here may not be typical).

compound | RNase H inhibition
COc1ccc(N(CC(=O)Nc2cccc(C(F)(F)F)c2)S(=O)(=O)c2ccccc2)cc1Cl | 3%
Cc1ccc2nc(SCc3ccc([N+](=O)[O-])cc3)nc(C)c2c1 | 5%
CCc1ccc(CN2CCCC(CO)C2)cc1 (stereo not given) | 6%
Cc1cc(C)c(OCCCCN2CCCCC2)c(C)c1 | 0%
Cc1nnc(C)n1/N=C/c1cccs1 | 0%
COc1ccc(NC(=O)COc2ccc(-c3ccc(C)cc3)cc2)c([N+](=O)[O-])c1 | 0%
O=C(Cc1ccccc1)Nc1ccc(SC(F)(F)C(F)(F)C(F)(F)F)cc1 | 22%
CCOC(=O)C1C(=O)C=C(C)C(C(=O)OCC)C1c1ccc(Br)cc1 (stereo not given) | 14%
Cc1ccc(S(=O)(=O)/N=C(/Nc2cccc([N+](=O)[O-])c2)c2ccccc2)cc1 | 7%
O=C(Nc1ncc(Cc2cccc([N+](=O)[O-])c2)s1)c1cccc([N+](=O)[O-])c1 | 11%

Following part:
compound | RNase H inhibition
CCCCOc1ccc(C(=O)N2CCCc3ccccc32)cc1 | 13%
COc1ccc(/C=C(/NC(=O)c2ccccc2)c2nc3ccccc3o2)cc1OC | 16%
O=C(Nc1ccc(NC(=O)c2ccc(-c3ccc(Br)cc3)o2)cc1)c1ccco1 | 0%
Cc1ccc([N+](=O)[O-])cc1S(=O)(=O)n1ccnc1 | 1%
COc1ccc(C(=O)c2cc([N+](=O)[O-])ccc2Cl)cc1 | 8%
S=C(Nc1ccccc1)N1CCc2ccccc21 | 2%
O=C(Nc1ccc(Br)cc1F)C(c1ccccc1)c1ccccc1 | 1%
O=S(=O)(Nc1cc(Cl)c(O)c2ccccc12)c1ccc(F)cc1 | 47%
CCCCCCN1C(=O)C(O)=C(C(C)=O)C1c1ccccc1 (stereo not given) | 1%
C=CCc1cccc(/C=N/NC(=O)C(C)Oc2ccc3ccccc3c2)c1O (stereo not given) | 10%

Gathered by group, the compounds so far containing bromine (three)
compound | RNase H inhibition
CCOC(=O)C1C(=O)C=C(C)C(C(=O)OCC)C1c1ccc(Br)cc1 (stereo not given) | 14%
O=C(Nc1ccc(NC(=O)c2ccc(-c3ccc(Br)cc3)o2)cc1)c1ccco1 | 0%
O=C(Nc1ccc(Br)cc1F)C(c1ccccc1)c1ccccc1 | 1%

(next part)
compound | RNase H inhibition
CCCCOc1ccccc1NC(=O)c1cc(SC)ccc1Cl | 9%
COc1ccc(CNC(=O)c2ccc(C)cc2Cl)cc1 | 7%
COc1cc(NC(=O)c2cccc(Cl)c2)c(OC)cc1Cl | 2%
Cc1ccc(C)c(N(CC(=O)Nc2ccc(C(=O)N3CCOCC3)cc2)S(=O)(=O)c2ccccc2)c1 | 20%
C=C(NC(C)=O)C(=O)c1ccc([N+](=O)[O-])cc1 | 21%
O=C1NC(=S)NC(=O)C1=Cc1ccc(OCc2ccc3ccccc3c2)c(Br)c1 | 31%
O=C(COc1ccccc1[N+](=O)[O-])N/N=C/c1ccc(O)cc1 | 5%
CCOC(=O)C1CCN(C(=O)COc2ccc3ccccc3c2)CC1 | 0%
O=C(C[n+]1ccc(C(=O)NCc2ccccc2)cc1)c1ccc(-c2ccccc2)cc1 | 22%
CSc1nc(C)c2c(n1)OC(CN1C(=O)c3ccccc3C1=O)C2 (stereo not given) | 2%

Remaining list, next part
compound | RNase H inhibition
Cc1cc(C)c2c(c1)=C(c1sc(=S)[nH]c1O)C(=O)N=2 | 18%
O=C(Nc1cccc(C(F)(F)F)c1)c1ccc(Cl)c([N+](=O)[O-])c1 | 10%
CCOC(=O)c1c(NC(=O)CCN(C)CCO)sc2c1CCCC2 | 2%
COc1ccc(N=Cc2c(OC)ccc3ccccc23)cc1 | 24%
CC(=O)NNc1nc2ccccc2s1 | 13%
CCOC(=O)c1[nH]c(C)c(C(=O)N/N=C/c2ccc(-c3ccc(Cl)cc3)o2)c1C | 18%
CC1(CC(=O)NNC(=O)Nc2ccccc2)OCCCO1 | 4%
CCOc1cc(/C=N/N(c2ccccc2)c2ccccc2)ccc1O | 23%
CCOc1ccc(Cc2c[nH]c(=O)[nH]c2=O)cc1 | 16%
O=C(c1ccccc1)N1CCN(C2CC(=O)N(CCc3ccccc3)C2=O)CC1 (stereo not given) | 4%

Next section:
compound | RNase H inhibition
CCCOc1ccc(N2C(=O)CC(N3CCC(C(N)=O)CC3)C2=O)cc1 (stereo not given) | 3%
O=C(c1ccco1)N(CCN(Cc1ccccc1)C(=O)c1ccco1)Cc1ccccc1 | 14%
CCCN1C(=O)c2ccccc2NC1c1cc(OC)c(OC)c(OC)c1 (stereo not given) | 9%
CC1=NN(c2ccc(S(N)(=O)=O)cc2)C(=O)/C1=C\c1cccc(Br)c1 | 6%
C/C(=N\NC(=O)c1cc(-c2ccco2)[nH]n1)c1ccc(O)cc1 | 8%
NS(=O)(=O)c1ccccc1NC(=O)c1c(O)c2ccccc2[nH]c1=O | 0%
C=C(C)CNC(=S)Nc1sc2c(c1C(=O)OCC)CCCC2 | 0%
COc1ccc(C(=O)NCC(C)C)cc1OC | 4%
CC(=O)N(CCCN(C)C)Cc1ccc2c(c1)OCO2 | 3%
COc1ccc(NC(=O)c2ccc(Cc3ccc(NC(=O)c4ccc(OC)c(OC)c4)c(C(=O)O)c3)cc2C(=O)O)cc1OC | 14%

Continued.
compound | RNase H inhibition
COc1cccc(-n2c(O)c(/C=C3\C(C)=Nc4ccccc43)c(=O)[nH]c2=O)c1 | 9%
O=C(NNC(=O)C1CCCO1)c1cccc(F)c1 (stereo not given) | 0%
COc1cccc(N2C(=O)C(=Cc3ccc(OC)cc3OC)C(=O)NC2=S)c1 | 11%
CC(C)(C)c1cc(C(=O)OCC(=O)c2ccc([N+](=O)[O-])cc2)cc(C(C)(C)C)c1 | 13%
N#Cc1c(/N=C/c2cc([N+](=O)[O-])c(N3CCOCC3)cc2N2CCOCC2)sc2c1CCCC2 | 9%
COc1ccc(Cl)cc1C(=O)Nc1ccc(N(C)C(C)=O)cc1 | 19%
Cc1ccnc(NC(c2cc(C)ccc2O)c2ccc3cccnc3c2O)c1 (stereo not given) | 12%
Cc1cccc(NC(NC(=O)c2cccc(C)c2)C(Cl)(Cl)Cl)c1 (stereo not given) | 13%
O=[N+]([O-])c1ccc(N/N=C/c2ccc(-c3ccccc3Cl)o2)cc1 | 21%
Cc1nnc(NC(=O)C(C)Oc2ccccc2)s1 (stereo not given) | 11%

(next part)
compound | RNase H inhibition
O=C(c1ccccc1Br)N1CCN(c2ccc(Cl)cc2[N+](=O)[O-])CC1 | 17%
CCOc1ccc(-c2csc(-c3cc4cc(Br)cc([N+](=O)[O-])c4oc3=O)n2)cc1 | 14%
COc1ccc(-c2nnc(NC(=O)c3ccco3)s2)cc1OC | 3%
O=C(O)COc1ccc(N2C(=O)c3ccc(C(=O)O)cc3C2=O)cc1 | 7%
COc1cc([N+](=O)[O-])ccc1NC(=S)NC(=O)c1ccccc1I | 7%
c1ccc2c(N3CCCCCC3)nc(-c3ccncc3)nc2c1 | 29%
CCOC(=O)C1=C(C)N=c2s/c(=C\c3ccc(-c4ccc(C(=O)O)c(Cl)c4)o3)c(=O)n2C1c1ccc(C)cc1 (stereo not given) | 13%
C=CCNC1=C(Cl)C(=O)c2ccccc2C1=O | 11%
CC1(C)CC(=O)C2=C(C1)OC1=C(C(=O)CC(C)(C)C1)C2c1ccc(-c2cc([N+](=O)[O-])ccc2Cl)o1 | 4%
CCc1ccc(CN(C)CCN(CC)CC)cc1 | 3%

(list continues)
compound | RNase H inhibition
COc1ccc(C)cc1N/C(N)=N/c1nc(C)cc(C)n1 | 14%
O=C(NCCO)c1ccc(I)cc1 | 0%
Cc1ccc2nc(NS(=O)(=O)c3ccc(Cl)cc3)sc2c1 | 31%
CCCC(=O)Nc1ccc(N2CCN(C(C)=O)CC2)cc1 | 0%
COc1ccc(O)c(C(=O)CC(=O)c2ccccc2)c1 | 7%
COc1ccc(C2Nc3ccc(C(=O)c4ccccc4)cc3NC3=C2C(=O)CCC3)cc1 (stereo not given) | 18%
CCOC(=O)c1c(NC(=O)c2cc(-c3ccc(C)c(C)c3)nc3ccccc23)sc(C(N)=O)c1C | 5%
Cc1cccnc1NC(=O)Cc1ccc([N+](=O)[O-])cc1 | 0%
CCOC(=O)c1ccc(-c2ccc(C(=O)Nc3ccc(Cl)cc3)o2)cc1 | 2%
CCOc1cc(C(=O)Nc2ccc(F)cc2F)cc(OCC)c1OCC | 0%

The list goes on.
compound | RNase H inhibition
O=c1c2ccccc2c2ccccc2c(=O)n1-c1cccc(-c2nc3ccccc3o2)c1 | 11%
COc1ccc(-n2c(CN3C(=O)c4ccccc4C3=O)nc3ccccc3c2=O)cc1 | 2%
COc1ccccc1C/C(N)=N/OC(=O)COc1ccc(C)cc1 | 8%
COC(=O)COc1ccc(/C=C2\C(=O)NC(=O)N(c3ccc(F)cc3)C2=O)cc1Br | 11%
COc1ccc(N(CC(=O)Nc2cccc(C)c2C)S(=O)(=O)c2ccccc2)cc1 | 4%
CC1(C)CC(=O)C2=C(C1)NC1=C(C(=O)c3ccccc31)C2c1ccc(OCc2ccccc2)cc1 (stereo not given) | 6%
COc1ccc(C(CC(=O)c2ccc(O)cc2)S(=O)(=O)c2ccc(C)cc2)cc1 (stereo not given) | 9%
Cc1ccc2c(c1)N(C(=O)CSc1nc3ccccc3o1)C(C)(C)c1ssc(=S)c1-2 | 10%
Cc1cccc(N2CCN(C(=S)c3ccc(-c4ccccc4[N+](=O)[O-])o3)CC2)c1 | 16%
Cc1ccc(C(O)(C(=O)NCc2ccc(N(C)C)cc2)c2ccc(C)cc2)cc1 | 15%

(next part)
compound | RNase H inhibition
CN(C(=O)c1ccc(NC(=O)c2ccco2)cc1)C1CCCCC1 | 13%
COc1ccc(C(=O)Nc2ccc(Cc3ccncc3)cc2)cc1[N+](=O)[O-] | 4%
CCOC(=O)/C(C#N)=C\c1c2ccccc2cc2ccccc12 | 17%
O=[N+]([O-])c1ccc(/C=N/c2nc3ccccc3n2Cc2ccccc2)o1 | 27%
O=c1/c(=C/c2cccs2)sc2nnc(-c3ccccc3Cl)n12 | 4%
CC(C)(C)NS(=O)(=O)c1ccc2ccccc2c1 | 0%
COc1ccc(C(=O)n2nc(C)cc2C)cc1Br | 8%
O=C(CN1C(=O)S/C(=C/C=C/c2ccccc2)C1=O)Nc1ccc(C(=O)O)cc1 | 10%
O=C(CN1CCOCC1)Nc1c(-c2ccccc2)c2cc(Br)ccc2[nH]c1=O | 0%
CN1CCN(NC(=S)Nc2ccc([N+](=O)[O-])cc2)CC1 | 5%

Given as labelled records: entries from further up
SMILES: O=c1/c(=C/c2cccs2)sc2nnc(-c3ccccc3Cl)n12
  RNase H inhibition = 4%
SMILES: CC(C)(C)NS(=O)(=O)c1ccc2ccccc2c1
  RNase H inhibition = 0%
SMILES: COc1ccc(C(=O)n2nc(C)cc2C)cc1Br
  RNase H inhibition = 8%
SMILES: O=C(CN1C(=O)S/C(=C/C=C/c2ccccc2)C1=O)Nc1ccc(C(=O)O)cc1
  RNase H inhibition = 10%

Other compounds
compound | RNase H inhibition
COc1ccc(Cc2cnc(NC(=O)C(c3ccccc3)c3ccccc3)s2)cc1 | 7%
COc1ccc(NC(=O)Nc2nnc(-c3ccc(C)cc3)s2)cc1 | 20%
Cc1cccc(NC(c2ccccn2)c2ccc3ccc(C)nc3c2O)n1 (stereo not given) | 18%
C/C=C/C=C/C(=O)Nc1cccc(C(=O)/C=C/c2ccccc2)c1 | 27%
COc1ccc(-c2cc(-c3ccccc3)nc(=O)[nH]2)cc1 | 10%
CSc1nc2ccccc2n1CC(=O)NC(c1ccccc1)c1ccccc1 | 9%
CCc1ccc(Nc2nc3ccccc3c(=O)s2)cc1 | 10%
C=CCOc1ccccc1/C=C1\N=C(c2ccc(Br)cc2)OC1=O | 18%
COC(=O)C1=C(C)N=c2s/c(=C\c3ccc(Cl)cc3)c(=O)n2C1c1ccc(OC)c(OC)c1 (stereo not given) | 17%
Nc1nc(F)cc(N2CCOCC2)n1 | 0%

Later entries.
compound | RNase H inhibition
O=[N+]([O-])c1cccc(C(=S)N2CCOCC2)c1 | 11%
CCCOc1cccc(C(=O)Nc2cccc(S(N)(=O)=O)c2)c1 | 7%
Cc1onc(-c2ccccc2)c1C(=O)Nc1ccc(O)c(C(=O)O)c1 | 5%
NC1=NC(=O)/C(=C/c2ccccc2OS(=O)(=O)c2ccc([N+](=O)[O-])cc2)S1 | 10%
Cc1ccc(S(=O)(=O)N(Cc2ccccc2)c2ccccc2C(=O)Nc2ccc(C)c(C)c2)cc1 | 4%
Cc1ccc([N+](=O)[O-])cc1N=Cc1cc([N+](=O)[O-])ccc1Cl | 10%
CCCC1CCc2c(sc(NC(=O)c3cccs3)c2C(N)=O)C1 (stereo not given) | 22%
COc1ccc(C2NC(c3ccc(OC)cc3)C3CCCC2C3=O)cc1 (stereo not given) | 6%
O=C(NN1C(=O)c2ccccc2C1=O)c1cccs1 | 1%
O=C(Cc1ccccc1)Nc1ccc2oc(-c3cccc(Cl)c3)nc2c1 | 6%

Continuation:
compound | RNase H inhibition
CC1=C(C(=O)OCCOc2ccccc2)C(c2cccc3ccccc23)C2=C(CC(c3ccc(Cl)cc3)CC2=O)N1 (stereo not given) | 8%
CCOC(=O)c1ccc2c3c(onc13)-c1ccccc1C2=O | 0%
O=C(CSc1ncccc1C(=O)O)c1ccc(Cl)cc1 | 0%
CN(C)c1cccc(C(=O)Nc2nccs2)c1 | 10%
COc1ccccc1Nc1nc(-c2sc(N)nc2C)cs1 | 24%
Cc1cc(C)c(C(=O)c2ccc(C(=O)O)cc2)c(C)c1 | 3%
C=CCn1c(NC(=O)c2ccccc2)c(C(=O)OCC)c2nc3ccccc3nc21 | 14%
Cc1ccccc1C(=O)CC(=O)c1ccccc1O | 1%
COc1ccc(NC(=O)c2ccc3c(c2)C(=O)N(c2cccc4ccccc24)C3=O)c([N+](=O)[O-])c1 | 0%
CC1CCCCN1C(=O)c1ccccc1Cl (stereo not given) | 5%
CC(=O)c1cc(Cn2cnc([N+](=O)[O-])n2)cs1 | 0%
O=c1c2c(nc(SCc3ccccc3)n1-c1ccccc1)-c1ccccc1CC21CCCC1 | 9%

Screening results as filed in PubChem BioAssay.
